PAFAH1B2 inh = PAFAH1B2 (human) inhibition | P68402 | recombinant PAFAH1B2, FP-rhodamine activity probe, fluorescence polarization | inhibition, % at 3.39 µM | hit rate 1.2% among 340,000;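 active = inhibition above the mean of all tested compounds plus 3 SD, cut at about 24% in these data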;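 also: 0% = enzyme with DMSO and 100% = wells lacking PAFAH1B2; many of its hits are not listed in these tables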
Target sequence (P68402 whole entry, looked up): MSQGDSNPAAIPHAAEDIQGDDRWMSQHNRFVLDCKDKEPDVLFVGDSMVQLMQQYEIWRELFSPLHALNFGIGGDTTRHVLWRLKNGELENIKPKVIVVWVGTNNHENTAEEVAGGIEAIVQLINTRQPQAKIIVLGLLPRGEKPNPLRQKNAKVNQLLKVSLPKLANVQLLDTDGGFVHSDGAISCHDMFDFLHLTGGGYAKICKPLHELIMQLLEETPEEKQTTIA
PREPL inh = inhibitors of human prolyl oligopeptidase-like enzyme PREPL. Q4J6C6. recombinant PREPL, fluorescence polarization activity-based probe. inhibition, % at 5.96 µM. hit rate 0.68% among 320,000. AID 2751; in the data active = inhibition above about 43%;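 also: 0% = enzyme with DMSO and 100% = wells lacking enzyme; many of its hits are not listed in these tables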
pPAFAH inh = inhibitors of human plasma PAF acetylhydrolase (pPAFAH); Q13093; recombinant pPAFAH, FP-rhodamine probe fluorescence polarization; inhibition, % at 3.39 µM; hit rate 1.5% among 330,000; AID 463082;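 active = inhibition above the mean inhibition across the screen plus 3 SD, cut at about 25% in these data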;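 also: inhibitors block binding of the rhodamine activity-based probe so polarization drops; 0% = enzyme with DMSO and 100% = wells lacking pPAFAH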
ZTA counter = ZTA (EBV) inhibition in EBNA-1 counter-screen; P03206; ZTA-DNA binding, fluorescence polarization; inhibition, % at 11 µM; hit rate 0.15% among 320,000; in the data active = inhibition above about 33%
Target sequence (P03206 whole entry, looked up): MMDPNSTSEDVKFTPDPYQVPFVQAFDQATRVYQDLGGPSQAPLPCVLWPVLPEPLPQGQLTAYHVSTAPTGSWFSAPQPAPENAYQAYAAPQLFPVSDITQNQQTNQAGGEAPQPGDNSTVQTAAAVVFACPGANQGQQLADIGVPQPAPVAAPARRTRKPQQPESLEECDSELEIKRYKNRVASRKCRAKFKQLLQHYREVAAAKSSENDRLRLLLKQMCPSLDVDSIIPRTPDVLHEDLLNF
PAFAH1B3 FP inh = PAFAH1B3 (human) inhibition; hit rate 0.28% among 340,000; inhibition, % at 3.39 µM; recombinant PAFAH1B3, FP-rhodamine probe, fluorescence polarization;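 active = inhibition above the screen-wide average of all tested compounds plus 3 SD, cut at about 25% in these data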;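 also: 0% = enzyme with DMSO only and 100% = wells lacking PAFAH1B3 protein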
Target sequence (Q15102 whole entry, looked up): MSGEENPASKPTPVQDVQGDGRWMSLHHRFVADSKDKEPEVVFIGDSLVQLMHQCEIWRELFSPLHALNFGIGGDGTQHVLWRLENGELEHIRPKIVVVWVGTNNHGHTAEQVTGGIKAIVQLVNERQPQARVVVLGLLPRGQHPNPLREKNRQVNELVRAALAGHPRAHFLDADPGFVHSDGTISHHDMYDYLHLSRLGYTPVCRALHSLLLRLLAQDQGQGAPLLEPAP
LYPLA1 inh = counter-screen for PME1 inhibitors: inhibitors of human LYPLA1. recombinant LYPLA1, FP-Rh probe fluorescence polarization. inhibition, % at 5.9 µM. hit rate 0.16% among 320,000. AID 2174;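 active = inhibition above the mean of all tested compounds plus 3 SD, set per campaign, cut at about 14% in these data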;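 also: inhibitors block serine hydrolase probe labeling of LYPLA1 so polarization falls; 0% = enzyme with DMSO and 100% = wells lacking LYPLA1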
PAFAH2 FP inh = PAFAH2 (human) inhibition; hit rate 0.99% among 340,000; recombinant PAFAH2, FP-rhodamine activity probe, fluorescence polarization; AID 492956; Q99487; inhibition, % at 3.39 µM;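 active = inhibition above the mean over all tested compounds plus 3 SD, cut at about 30% in these data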;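 also: inhibitors block probe labeling of enzyme so polarization drops; 0% = enzyme with DMSO and 100% = wells lacking PAFAH2 protein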
EBNA-1 inh = blocks EBNA-1 binding to DNA. hit rate 0.34% among 300,000. AID 1950. inhibition, % at 14.8 µM. EBNA-1 DNA binding, fluorescence polarization; in the data active = inhibition above about 28%
LYPLA2 inh = counter-screen for PME1 inhibitors: inhibitors of human LYPLA2 | O95372 | recombinant LYPLA2, FP-Rh probe fluorescence polarization | inhibition, % at 5.9 µM | hit rate 0.38% among 320,000 | AID 2177;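 active = inhibition above the screen-wide mean plus 3 SD, limit set per campaign, cut at about 26% in these data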;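 also: 0% = LYPLA2 with DMSO and 100% = wells lacking LYPLA2 enzyme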
Target sequence (O95372 whole entry, looked up): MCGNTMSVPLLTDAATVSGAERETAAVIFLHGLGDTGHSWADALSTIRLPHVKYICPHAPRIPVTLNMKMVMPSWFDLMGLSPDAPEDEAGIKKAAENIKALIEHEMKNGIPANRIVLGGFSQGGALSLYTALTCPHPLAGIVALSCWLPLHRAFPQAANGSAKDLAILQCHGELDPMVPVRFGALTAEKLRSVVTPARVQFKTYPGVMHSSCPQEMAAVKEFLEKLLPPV
* = called active by the depositor; · = no result given.

| SMILES | PREPL inh | PAFAH2 FP inh | EBNA-1 inh | LYPLA1 inh | PAFAH1B2 inh | LYPLA2 inh | PAFAH1B3 FP inh | pPAFAH inh | ZTA counter |
| --- | --- | --- | --- | --- | --- | --- | --- | --- | --- |
| O=C(c1n[nH]c(=O)c2ccccc12)N1CCN(c2ccccc2Cl)CC1 | 5 | 4 | -6 | 0 | 7 | 6 | 1 | 0 | -1 |
| COc1ccccc1C(=O)NNC(=O)c1sccc1-n1cccc1 | -2 | -2 | -14 | -1 | 7 | -5 | 6 | 6 | -3 |
| Cc1nc(CCNC(=O)c2ccccc2)cs1 | 11 | -4 | -15 | 0 | 2 | 0 | 6 | -2 | -2 |
| CCCCN(C(=O)c1c(C)noc1C)c1c(N)n(CCCC)c(=O)[nH]c1=O | 14 | 1 | -8 | 5 | 4 | 11 | 2 | 2 | 3 |
| CCC(=O)Nc1c2c(nn1-c1cccc(Cl)c1)CSC2 | 7 | 3 | -7 | 1 | 2 | -1 | 1 | -7 | -7 |
| CCOC(=O)c1cc(/C(C)=N/OC(=O)c2ccc(Cl)cc2)on1 | 18 | · | 14 | -3 | · | 0 | · | 4 | 1 |
| CCOC(=O)C(C)(C)NS(=O)(=O)c1ccc(Cl)c([N+](=O)[O-])c1 | 12 | -2 | 0 | 6 | 4 | -4 | -2 | 4 | -5 |
| COc1ccc(CN2CCN(Cc3cc4ccccc4o3)CC2CCO)cc1C (configuration not stated) | -4 | 1 | 18 | 1 | 2 | 4 | 2 | 0 | -20 |
| CCN(CC)C(=O)Cn1cc(S(=O)(=O)CC(=O)Nc2ccc(F)cc2)c2ccccc21 | -2 | 0 | -6 | -1 | 7 | 6 | 4 | 4 | -3 |
| O=C(/C=C/c1ccco1)Nc1ccccc1N1CCCCC1 | 3 | 0 | 6 | 1 | 8 | 3 | 5 | 7 | 1 |
| COc1ccc(CNc2nc3c(c(=O)[nH]c(=O)n3C)n2Cc2ccccc2C)cc1 | 4 | -3 | 22 | -2 | 4 | -3 | 6 | 6 | 4 |
| Nc1nc(Nc2cccc(F)c2)nc(NCc2ccco2)c1[N+](=O)[O-] | -13 | -8 | 5 | -11 | -3 | -18 | 3 | 6 | 14 |
| Cc1cc(C(F)(F)F)c2c(n1)sc1c(O)cc(=O)[nH]c12 | 13 | 4 | -4 | -3 | 5 | 0 | 11 | -1 | 2 |
| CCc1noc(C)c1C(=O)NNC(=O)c1nn(CC)c(=O)c2ccccc12 | -4 | 9 | 10 | 3 | 2 | -1 | 7 | 4 | 5 |
| CN(CC(=O)Nc1cccc(F)c1)C(=O)CN1C(=O)NC2(CCCC2)C1=O | 1 | 6 | · | 0 | 2 | 6 | 0 | -1 | 8 |
| CCN(Cc1ccccc1)C(=O)CCS(=O)(=O)c1ccc2c(c1)NC(=O)CO2 | -4 | 17 | 0 | 1 | 2 | 1 | 13 | 3 | 10 |
| CCCCN1C(=O)c2ccc(C(=O)Nc3c(N)n(CCCC)c(=O)n(C)c3=O)cc2C1=O | 4 | 7 | -7 | 5 | 2 | 14 | 7 | 4 | 5 |
| O=C(NCC(=O)N(CCN1CCOCC1)C(C(=O)NC1CCCC1)c1ccccc1)c1cccs1 (configuration not stated) | 6 | -5 | -5 | -2 | 2 | 0 | 1 | -4 | 3 |
| CCOC(=O)Nc1ccc(S(=O)(=O)NC2CCCCC2)cc1 | -5 | 1 | 8 | -4 | -3 | -6 | 0 | 5 | 9 |
| CC(NC(=O)CN(C)CC(=O)Nc1ccc(Cl)c(C(F)(F)F)c1)c1ccccc1 (configuration not stated) | -10 | -1 | 6 | -1 | 9 | -2 | 4 | 8 | -3 |

Just PAFAH1B2 inh, ZTA counter and EBNA-1 inh, for 2 of the compounds above:
structure | PAFAH1B2 inh | ZTA counter | EBNA-1 inh
CCc1noc(C)c1C(=O)NNC(=O)c1nn(CC)c(=O)c2ccccc12 | 2 | 5 | 10
CN(CC(=O)Nc1cccc(F)c1)C(=O)CN1C(=O)NC2(CCCC2)C1=O | 2 | 8 | ·

The listing continues:
| SMILES | PREPL inh | PAFAH2 FP inh | EBNA-1 inh | LYPLA1 inh | PAFAH1B2 inh | LYPLA2 inh | PAFAH1B3 FP inh | pPAFAH inh | ZTA counter |
| --- | --- | --- | --- | --- | --- | --- | --- | --- | --- |
| CC(=O)NC(CC(=O)OCC(=O)NCCc1ccccc1)c1ccccc1 (configuration not stated) | 9 | 6 | -1 | 4 | 7 | 6 | 12 | 0 | -4 |
| O=C(NC1CCSc2ccccc21)c1ccccc1F (configuration not stated) | -3 | 1 | 0 | -2 | -5 | -1 | 3 | -10 | 3 |
| NC(=O)CNC(=O)[C@@H]1CC2(CC(c3cccc([N+](=O)[O-])c3)=NO2)CN1C(=O)c1ccccc1 (some centres not stated) | 15 | -2 | -8 | -2 | -1 | -6 | 5 | -6 | 8 |
| C=CCOc1cccc(C2/C(=C(/O)c3ccc(C)cc3)C(=O)C(=O)N2CCN2CCOCC2)c1 (configuration not stated) | 10 | 3 | 9 | 3 | 4 | 3 | 9 | 7 | 3 |
| COc1ccc(CNC(N)=O)cc1OC | -4 | -6 | -5 | -3 | -2 | 2 | 4 | 2 | -14 |
| CCN(C(=O)COC(=O)CCc1ccccc1)c1ccccc1 | 8 | 20 | -14 | 4 | 6 | 5 | 4 | 4 | -14 |
| NC(=O)c1nsc(C(=O)N(c2ccc3c(c2)OCO3)C(C(=O)NCC2CCCO2)c2ccc(F)cc2)c1N (configuration not stated) | -4 | 3 | -8 | -5 | 1 | -1 | 10 | 3 | -4 |
| Cc1cccc(OCc2nnc(SCC(=O)Nc3cccc(C(=O)N4CCOCC4)c3)o2)c1C | 15 | -10 | 3 | -4 | 0 | -2 | 13 | 4 | -14 |
| Cc1ccc(C)c(NC(=O)CN(C)C(=O)CSCc2c(C)noc2C)c1 | -4 | -9 | 8 | -2 | 7 | 0 | 1 | 1 | 2 |
| O=C(OCc1cn(-c2ccc(Cl)cc2)nn1)c1ccccc1 | 5 | 69* | -3 | -2 | 5 | -4 | 4 | 10 | -6 |
| CC(NC(=O)NC1CCCCC1)C(c1cccs1)N1CCN(Cc2ccccc2)CC1 (configuration not stated) | 9 | 3 | -9 | 0 | 4 | 0 | 8 | 0 | 1 |
| CCN(Cc1ccncc1)C(=O)c1cc(COc2c(F)cccc2F)on1 | 10 | 11 | -12 | 1 | 2 | 6 | 4 | -1 | -6 |
| CC1(C)Cc2nc3sc4c(SCC(=O)NCc5ccco5)ncnc4c3cc2CO1 | -1 | 9 | 6 | 2 | 5 | 5 | 12 | 1 | -8 |
| OC(CNCC1CCCCC1)COc1ccccc1 (configuration not stated) | -2 | -2 | -13 | 5 | 5 | -1 | 7 | 2 | -12 |
| CCn1c(=O)n(CC(=O)NC2CCCC(C)C2C)c(=O)c2ccccc21 (configuration not stated) | -2 | -1 | -6 | -1 | 4 | -5 | 7 | 0 | 10 |
| CCC(=O)N(Cc1cc2ccccc2[nH]c1=O)c1ccc(OC)cc1 | 2 | 0 | -1 | -2 | -8 | 5 | 7 | -1 | -16 |
| COc1ccc(-c2nnc3sc(C4CCCCC4)nn23)cc1OC | 16 | 0 | 4 | -1 | 7 | 7 | 8 | 4 | -3 |
| COc1cc(NC(=O)c2c(F)cccc2F)c(Cl)cc1Cl | -3 | · | -7 | -1 | · | 4 | · | 2 | 8 |
| Cc1ccccc1N1C(=O)C(Cl)=C(N2CCN(c3ccccc3)CC2)C1=O | -12 | 0 | -1 | -5 | 3 | -6 | -5 | -2 | 1 |
| COc1cccc(NC(=O)CN(C)C(=O)c2cc(-c3ccccc3)nn2-c2ccccc2)c1 | -15 | 0 | · | · | 3 | · | 1 | 2 | · |
| CC(NC(=O)NC(=O)c1cccc(Cl)c1)c1ccccc1 (configuration not stated) | -13 | 1 | -13 | 2 | 2 | 0 | -7 | -2 | -20 |
| COc1ccc(NC(=O)CNc2ccccc2N2CCCC2=O)cc1S(=O)(=O)N1CCOCC1 | 6 | 5 | · | -2 | 4 | 5 | 1 | 1 | 0 |
| CCN(C(=O)CSc1ncccc1C(=O)OC(C)C)c1cccc(C)c1 | 4 | -3 | 11 | 0 | 6 | 8 | 8 | 10 | 6 |
| CCCc1ccc(O)c(N=Cc2cc(Br)cc(OCC)c2O)c1 | 15 | 8 | -1 | 0 | 3 | 1 | 8 | 23 | 5 |
| O=C1C2CCCN2c2ccc(S(=O)(=O)N3CCOCC3)cc2N1Cc1ccccc1F (configuration not stated) | 0 | -8 | -2 | -11 | 3 | -13 | -9 | 6 | 20 |
| CC(OC(=O)CCc1nc2ccccc2c(=O)[nH]1)C(=O)Nc1ccc2c(c1)OCO2 (configuration not stated) | -1 | 5 | -8 | 1 | 2 | 1 | 5 | -2 | 8 |
| C=CCn1c(N)c(C(=O)NCc2ccco2)sc1=S | 0 | 1 | 4 | 3 | 5 | 9 | 16 | -1 | -1 |
| CCOC(=O)c1ccc(N/C=C/C(=O)c2ccc(OC)c(OC)c2)cc1 | 10 | 3 | 3 | -2 | 2 | 2 | 6 | 3 | 8 |
| CC1(C)Cc2ccccc2C2=NNC(=O)C2=N1 | 0 | 0 | -1 | 1 | 11 | 2 | 11 | 5 | -3 |
| CC1CCN(S(=O)(=O)c2cc(F)ccc2CN2C(=O)c3cccnc3C2=O)CC1 | 7 | -3 | -7 | -3 | 11 | 0 | 5 | 2 | 3 |
| Cc1cc(C)cc(N(C(=O)CNC(=O)c2ccco2)C(C(=O)NC2CCCCC2)c2ccncc2)c1 (configuration not stated) | -1 | 6 | 3 | 0 | 2 | 2 | 6 | 2 | 6 |
| CCN1CCN(CNC(=O)c2cnccn2)CC1 | -1 | 1 | -2 | -4 | 1 | -11 | 1 | 1 | 1 |
| CC(=O)C[C@H]1c2cc(F)ccc2S(=O)(=O)N1c1ccc(N(C)C)cc1 | 6 | 0 | -2 | -1 | 2 | 1 | -1 | 1 | -4 |
| Cc1nc(-c2ccc(Cl)cc2)sc1C1(C)CC(c2ccc([N+](=O)[O-])cc2)=NO1 (configuration not stated) | 6 | -2 | -3 | 0 | 1 | 2 | 10 | 4 | -5 |
| CC(=O)c1cc2c(cc1NC(=O)CSc1nc3ccc(C)cc3[nH]1)OCO2 | 13 | 0 | 3 | -2 | -2 | 1 | -3 | 1 | -7 |
| CC1CCC(NC(=O)COC(=O)C2CC3CCCC(C2)C3=O)CC1 (configuration not stated) | -3 | 62* | -3 | 2 | 3 | 6 | 4 | 8 | -12 |
| O=C(NNC(=O)c1cc(Cl)ccc1O)c1ccc(NS(=O)(=O)c2cccs2)cc1 | 1 | 0 | 5 | -6 | 8 | -8 | 0 | 12 | 16 |
| COc1ccccc1CNC(=O)CSc1nnc2c(n1)[nH]c1ccc(F)cc12 | -5 | 1 | 0 | 0 | 1 | 2 | 2 | 5 | 4 |
| CCOCC(=O)Nc1ccccc1C(=O)N1CCOCC1 | 2 | 2 | -5 | 2 | 2 | -5 | 0 | 1 | 3 |
| COc1ccc(O)c(CN2CCC(n3nccc3NC(=O)C3CCCC3)CC2)c1 | 13 | 3 | 0 | -1 | -3 | 2 | -5 | 6 | 7 |
| CCOC(=O)Cc1nnc2c(Nc3ccccc3F)nc3nonc3n12 | -8 | 11 | -10 | 3 | 2 | 0 | 0 | 3 | -10 |
| O=C(CNC(=O)c1ccc(Oc2ccccc2)cc1)OC1CCCCC1=O (configuration not stated) | -11 | 1 | 5 | 0 | -2 | 3 | 1 | 1 | -22 |
| Cc1cccc(OCc2nnc(SCC(=O)N3CCCCC3)o2)c1 | 1 | 6 | 0 | -1 | -3 | 11 | 4 | 2 | 7 |
| O=C1OC[C@@H]2CCCN2C(=O)[C@@H](CC(=O)N(CCO)Cc2ccccc2)C/C=C\C[C@H]1Cc1ccc(F)cc1 | 53* | 12 | · | · | 34* | · | 5 | 9 | · |

Only part of the results is shown, so the mix of outcomes need not match the whole.
